Screening results (PubChem BioAssay)
N370S GC: qHTS Assay for Inhibitors and Activators of N370S glucocerebrosidase as a Potential Chaperone Treatment of Gaucher Disease. N370S GC spleen homogenate, 4MU-glucoside fluorescence. Potency, µM (top dose mostly 59.4 µM), without a hit: top-dose activity change, negative = inhibition, hits mostly inhibitors. Lysosomal acid glucosylceramidase (Homo sapiens), P04062. actives 0.092% (n = 330,000);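 note: 0% = full enzyme activity and -100% = no enzyme basal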
DT40 TDP1 no CPT: qHTS for Inhibitors of human tyrosyl-DNA phosphodiesterase 1 (TDP1): qHTS in cells in absence of CPT; DT40 Tdp1-/- hTDP1 cells, no CPT, ATP luminescence, 48 h; Potency, µM (top dose mostly 46.2 µM), inactives show at the top dose activity change, negative = growth inhibition, actives largely listed as inhibitors; actives 15% (n = 420,000); AID 686978, 2013; note: nearly all actives have a fitted effect of over 55% in size
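Growth kinetics read by CellTiter-Glo luminescence after ≥48 hr at 37 °C. Cells: DT40 Tdp1-/- stably carrying human TDP1, 400 per well, compound exposure in the absence of CPT (DMSO vehicle).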
TDP1 inh: qHTS Assay for Inhibitors of Tyrosyl-DNA Phosphodiesterase (TDP1); Tyrosyl-DNA phosphodiesterase 1 (Homo sapiens), Q9NUW8; recombinant TDP1, AlphaScreen DNA substrate cleavage; Potency, µM (titrated, usually from 130 µM), for inactives: top-dose activity change, negative = inhibition, hits mostly inhibitors; actives 0.28% (n = 350,000); AID 485290, 2010; note: nearly all actives have a fitted effect of over 40% in size
Target sequence (Q9NUW8 whole entry, looked up): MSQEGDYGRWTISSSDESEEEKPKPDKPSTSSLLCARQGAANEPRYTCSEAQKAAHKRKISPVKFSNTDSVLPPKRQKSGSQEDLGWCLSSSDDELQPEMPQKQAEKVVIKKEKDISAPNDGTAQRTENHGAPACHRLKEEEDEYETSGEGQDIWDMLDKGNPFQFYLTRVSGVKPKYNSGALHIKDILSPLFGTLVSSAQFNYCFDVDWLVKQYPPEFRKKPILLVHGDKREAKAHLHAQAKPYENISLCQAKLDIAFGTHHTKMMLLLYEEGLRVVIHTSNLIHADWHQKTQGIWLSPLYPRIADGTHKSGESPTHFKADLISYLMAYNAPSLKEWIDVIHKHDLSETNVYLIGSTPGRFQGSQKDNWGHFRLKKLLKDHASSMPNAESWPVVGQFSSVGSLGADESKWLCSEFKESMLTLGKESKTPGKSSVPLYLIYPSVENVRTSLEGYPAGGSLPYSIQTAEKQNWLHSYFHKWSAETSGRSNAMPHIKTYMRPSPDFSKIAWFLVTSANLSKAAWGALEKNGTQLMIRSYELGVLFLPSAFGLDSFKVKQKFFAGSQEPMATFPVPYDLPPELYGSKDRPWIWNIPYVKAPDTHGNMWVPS
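Tdp1 1 nM final; 15 min RT w/ cpd; substrate 15 nM, 5 min; beads 10 ug/ml, 10 min; AlphaScreen read. Neg ctrl: no enzyme.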
An asterisk follows results filed as active; ? = inconclusive; · = no result given; [ ] = dose if it differs, or a comment. Calls come from the whole dose curve; as a rule, active = well fitted curve in the direction sought with a large enough effect; inconclusive = small, poorly fitted or top-dose-only effect, or another doubt; inactive = no such curve, though single readings can be large; an effect the other way counts as inactive or inconclusive. Unless noted, % is set by controls: 0 for no effect and ±100 for the full control effect; potency is the fitted concentration of half-maximal effect.

Results follow in this order: N370S GC | DT40 TDP1 no CPT | TDP1 inh
> Cc1ccsc1CNC12CC3CC(CC(C3)C1)C2
    -3% | -17% | 0%
> COC(=O)Cc1csc(Nc2ccc(F)c(Cl)c2)n1
    -6% | 2% | 0%
> COc1cc(CNc2cccc3[nH]c(C(F)(F)F)nc23)cc(OC)c1
    -17% | 26µM* | ·
> COc1ccc([N+](=O)[O-])cc1/C=N/Nc1nn[nH]n1
    -15% | ? | -5%
> CCn1c(C(=O)N2CCC(C(=O)NCCCSC3CCCCC3)CC2)cc2sccc21
    -15% | 18µM* | 5%
> O=C(Nc1nc2ccccc2n1Cc1ccccc1)c1ccc(COc2ccccc2[N+](=O)[O-])o1
    -1% | ? | 6%
> COc1cc(NC(=O)CN(C)S(=O)(=O)c2ccc(C)cc2)cc(OC)c1
    7% | -24% | 3%
> Cc1cc([N+](=O)[O-])ccc1NC(=O)COc1nsnc1N1CCOCC1
    4% | ? | 4%[0.0935 µM]
> Nn1c(SCC(=O)Nc2ccc3c(c2)OCCO3)nnc1-c1ccncc1
    -7% | -2% | 0%
> CSc1ccc(CNC(=O)CCn2ccc3cc(S(=O)(=O)N4CCC(C)CC4)ccc32)cc1
    · | ? | 3%
> O=C(Cn1c(NCCCCl)nc2ccccc21)c1ccccc1
    · | -8% | 0%
> Cc1c(NC(=O)CN2CCN(C(c3ccccc3)c3ccccc3)CC2)c(=O)n(-c2ccccc2)n1C
    -5% | -2% | 5%
> CCOc1ccc(N(C)S(=O)(=O)c2ccc3[nH]cc(C(=O)NCC4CCCO4)c(=O)c3c2)cc1 (stereo not drawn)
    -3% | ? | 1%
> CCc1ccccc1NC(=O)CCN1C(=O)C2C3CCC(C3)C2C1=O (stereo not drawn)
    18% | 1% | -3%
> CCC(C(=O)OCC(=O)N1C(C)CCCC1C)c1ccccc1 (stereo not drawn)
    -16% | -4% | ·
> O=C(Cn1cc2c(n1)CCCC2)NC1CCCCCC1
    8% | -11% | 4%
> CCCCc1ccc(NC(=O)CC(C)C)cc1
    5% | -14% | -8%
> CN(CC(=O)N1CCCCC1)S(=O)(=O)c1cccc2nsnc12
    8% | 7% | 1%
> CC12CCC(C(=O)Nc3ccccc3Cl)(C(Br)C1=O)C2(C)C (stereo not drawn)
    -10% | -21% | -5%
> Cc1ccccc1NC(=O)C(C)n1c2ccccc2c2nc(=O)cc(C)n21 (stereo not drawn)
    7% | -10% | ·
> Cc1c(O)ccc(/C=N/Nc2ncccc2[N+](=O)[O-])c1O
    -20% | ? | ·
> COC(=O)Cn1cc(/C=C/c2cc[n+](C)cc2)c2ccccc21
    -6% | ? | ·
> COc1ccc(OC)c(/C=C/C(=O)OCC(=O)N2C(C)CCCC2C)c1 (stereo not drawn)
    · | 10µM* | -5%
> O=S(=O)(Nc1ncccn1)c1ccc(NC(=S)Nc2ccc(Cl)cc2)cc1
    9% | ? | 0%
> Cc1nc2cc(NCc3ccccc3O)ccc2n1Cc1ccccc1
    -19% | ? | 8%
> CC(=O)Nc1ccc(SCC(=O)NCCc2ccc(F)cc2)cc1
    -5% | -47% | 0%
> Cc1cc(C)c(C2C(C#N)=C(N)Oc3n[nH]c(C)c32)cc1CN1CCCC1 (stereo not drawn)
    -6% | -21% | 7%
> Cc1nn(-c2ccccc2)c(C)c1C1C(C#N)=C(N)Oc2n[nH]c(C)c21 (stereo not drawn)
    1% | -16% | 2%
> CC(=O)c1ccc(NC(=O)CNCC(c2ccccc2)N(C)C)cc1 (stereo not drawn)
    4% | ? | 5%
> Cc1ccc(Cn2ccc(NC(=O)c3nc4ncccn4n3)n2)cc1
    -11% | -24% | 4%
> O=C1Cc2ccccc2C(=O)N1c1cccc(Cl)c1
    -8% | -29% | ·
> CCOC(=O)N1CCN(S(=O)(=O)N2CCCC(C(=O)NCc3cc(OC)ccc3OC)C2)CC1 (stereo not drawn)
    · | ? | -5%
> CC1=C(C(=O)Nc2ccc(Cl)cc2)C(C(C)C)n2nc(SCc3cccc(C)c3)nc2N1 (stereo not drawn)
    · | ? | 2%
> O=C(COc1ccccc1[N+](=O)[O-])Nc1ccc(NC(=O)c2cc3ccccc3o2)cc1
    5% | ? | 3%
> CC1=Nc2cc(C(=O)NC3CCCCC3)ccc2Sc2ccc(Cl)cc21
    · | 1µM* | 3%
> O=C(O)COc1cccc2ccccc12
    -19% | 1% | ·
> Cc1cc(C(=O)COC(=O)c2ccc(O)cc2)c(C)n1CC1CCCO1 (stereo not drawn)
    -8% | -10% | 0%
> O=C(O)COCC(=O)NCc1csc2ccc(Cl)cc12
    -6% | 2% | ·
> O=C1Nc2ccccc2N(O)N1c1ccc(Cl)c(Cl)c1
    -13% | 10% | 1%
> COc1ccc(NC(=O)c2cc(S(=O)(=O)N(C)C)ccc2N2CCCC2)cc1Cl
    2% | ? | 6%
> CCOc1ncccc1C(=O)Nc1ccc2c(C)cc(=O)oc2c1
    7% | -11% | 0%
> Cc1cc(C(=O)Nn2c(C3CCCCC3)nc3ccccc3c2=O)ccc1[N+](=O)[O-]
    -11% | ? | 7%
> Cc1noc(C)c1S(=O)(=O)N1CCCC1C(=O)NC(C)(C)C (stereo not drawn)
    -2% | -2% | 4%
> CCC(=O)N1CCCc2ccccc21
    6% | 3% | 8%
> O=C(NC1CCS(=O)(=O)C1)Oc1ccc(Cl)cc1 (stereo not drawn)
    4% | -1% | 0%
> Cc1cccnc1NC(=O)COc1ccc2oc3c(c2c1)CCCC3
    7% | ? | 5%
> CSc1ccc(S(=O)(=O)Nc2ccc(N3CCOCC3)c(Cl)c2)cc1
    8% | ? | 9%
> CSc1ncc(Cl)c(C(=O)N(C)c2ccccc2)n1
    · | ? | 5%
> O=C(c1ccc2ccccc2c1)N1CCCCC1
    -7% | -9% | ·
> COc1ccc(C(=O)OC(C)C(=O)NC(C)CCc2ccccc2)c(OC)c1 (stereo not drawn)
    20% | ? | 9%[0.0935 µM]
> CCC(CO)NC1=C([N+](=O)[O-])C(=O)CC(C)(C)C1 (stereo not drawn)
    1% | -18% | 3%
> c1ccc(-c2nnc(CSc3nnc(-c4cccs4)o3)o2)cc1
    16% | -10% | -3%
> COc1cc(C(=O)Nc2cccc(S(=O)(=O)NCc3ccco3)c2)cc(OC)c1OC
    · | ? | 5%
> Cc1ccc(/C=N/NC(=O)CN2C(=O)CSc3ccccc32)o1
    10% | -12% | ·
> CN(CC(=O)Nc1ccccc1Cl)C(=O)C1CCN(S(=O)(=O)c2ccc3c(c2)OCCO3)CC1
    -2% | ? | ·
> COc1cc(NC(=O)c2cc3c(s2)-c2ccccc2OC3)cc(OC)c1OC
    · | 8.2µM* | 6%
> COc1cc(CNc2ccc3[nH]c(=O)[nH]c3c2)ccc1OCc1c(F)cccc1Cl
    -5% | ? | ·
> Cc1ccc(C(=O)N/C(=C\c2cn(C)c3ccccc23)C(=O)NCCCn2ccnc2)cc1
    -8% | 13% | 5%
> O=S(=O)(c1ccc2c(c1)CCC2)N1CCN(c2nc(-c3ccccc3)nc3ccccc23)CC1
    · | -13% | 1%
> O=S(=O)(NCCN1CCN(S(=O)(=O)c2ccccc2F)CC1)c1ccccc1F
    · | -14% | 1%

The final 2 records of the part before lead into the next:
Results follow in this order: N370S GC | DT40 TDP1 no CPT | TDP1 inh
> O=S(=O)(c1ccc2c(c1)CCC2)N1CCN(c2nc(-c3ccccc3)nc3ccccc23)CC1
    · | -13% | 1%
> O=S(=O)(NCCN1CCN(S(=O)(=O)c2ccccc2F)CC1)c1ccccc1F
    · | -14% | 1%
> Clc1cccc(-c2nn3c(COc4ccccc4)nnc3s2)c1
    -3% | · | -2%
> Cc1ccc(C(=O)CN2C(=O)c3ccccc3S2(=O)=O)cc1
    3% | 7% | 0%
> Cc1ccc2scc(N3CCc4ccccc4C3)c(=O)c2c1
    · | ? | 4%
> Cc1cccc(C)c1NC(=O)CN(C)C(=O)CCc1nc2sc3c(c2c(=O)[nH]1)CCCC3
    · | ? | 0%
> CC(=O)Nc1ccc(C2Nc3ccccc3C(=O)N2C2CCCCC2)cc1 (stereo not drawn)
    -11% | 6% | 0%
> C[N+](C)(C)c1ccc(/C=N/Nc2nc(Cl)c(C#N)c(Cl)c2Cl)cc1
    -20% | 23µM* | 8%
> CCN(Cc1ccncc1)C(=O)CC1C(=O)NCCN1Cc1ccc(F)c(F)c1 (stereo not drawn)
    -6% | -12% | ·
> COC(=O)[C@@]1(Cc2ccccc2)[C@H]2c3cc(C(=O)N4CCCC4)n(CC4CC4)c3C[C@H]2CN1C(=O)c1ccccc1
    1% | · | 20%
> COc1ccc(NC(=O)CN2CCCC2c2cccs2)cc1S(=O)(=O)N1CCCCC1 (stereo not drawn)
    · | ? | 2%
> Cc1ccc(C(=O)NCC(=O)OCc2c(F)cccc2Cl)cc1
    -3% | -3% | ·
> COc1ccc(-c2c(C(C)=O)c(C)nc3sc4c(c23)NC(c2ccccc2)NC4=O)cc1 (stereo not drawn)
    18% | -27% | 2%
> COc1cc(S(=O)(=O)Nc2ccc(C)cc2)ccc1N=Cc1c(C)[nH]n(-c2ccccc2)c1=O
    5% | ? | -3%
> CCCCCCC(=O)Nc1nc(C)c(-c2csc(Nc3ccccc3OC)n2)s1
    -4% | 21µM* | 9%
> CCOc1ccc(CN(C)C(=O)CNC(=O)C2CCCCC2)cc1OC
    0% | -10% | -1%
> O=C(NC1CCSc2ccccc21)c1ccc([N+](=O)[O-])cc1 (stereo not drawn)
    1% | -3% | 5%
> O=C(NC(=S)Nc1ccc(O)cc1)C1CCCC1
    · | ? | 0%
> COc1ccccc1NC(=O)Nc1cccc(NC(C)=O)c1
    3% | 2% | 0%
> O=C(O)C(c1ccccc1)N1C(=O)/C(=C/c2cccs2)SC1=S (stereo not drawn)
    6% | -12% | 4%
> COc1ccc(Br)c(C(=O)NCC2CCCCC2)c1
    -2% | -17% | -2%
> Fc1cccc(CCN2CCNC[C@@H]2c2ccccc2)c1
    · | ? | -10%
> Cc1ccn2c(Nc3ccc4c(c3)OCO4)c(-c3ccc(N(C)C)cc3)nc2c1
    · | ? | 12%
> Cn1c(=O)n(C)c2cc(NC(=O)c3ccccc3[N+](=O)[O-])c(Br)cc21
    2% | ? | 5%
> CNc1c(NC(=O)c2cc(OC)cc(OC)c2)c(=O)oc2ccccc12
    · | -28% | 2%
> COCC(C)NCc1cccc2ccccc12 (stereo not drawn)
    -3% | -5% | ?
> Cc1cccc(Cn2c(SCc3ccc(C(=O)NCc4ccccc4F)cc3)nc3cccnc32)c1
    · | 21µM* | 10%
> N#Cc1ccccc1NC(=O)COc1c(Br)cc(Br)c2cccnc12
    -1% | ? | 2%
> Cn1c(=O)c2c(nc(Cc3ccc(N)cc3)n2C)n(C)c1=O
    3% | -1% | 1%
> CCOc1ccc(NC(=O)c2ccc(CC)s2)c([N+](=O)[O-])c1
    -5% | -5% | 5%
> CCC(C(=O)c1ccccc1)P(=O)(NN)c1ccccc1 (stereo not drawn)
    1% | -10% | 4%
> O=C(CN1C(=O)NC2(CCCC2)C1=O)Nc1ccccc1C(F)(F)F
    -19% | -9% | ·

Fetched one by one from the entries so far, 6 records:
Results follow in this order: N370S GC | DT40 TDP1 no CPT | TDP1 inh
> CCCCCCC(=O)Nc1nc(C)c(-c2csc(Nc3ccccc3OC)n2)s1
    -4% | 21µM* | 9%
> CNc1c(NC(=O)c2cc(OC)cc(OC)c2)c(=O)oc2ccccc12
    · | -28% | 2%
> COC(=O)[C@@]1(Cc2ccccc2)[C@H]2c3cc(C(=O)N4CCCC4)n(CC4CC4)c3C[C@H]2CN1C(=O)c1ccccc1
    1% | · | 20%
> N#Cc1ccccc1NC(=O)COc1c(Br)cc(Br)c2cccnc12
    -1% | ? | 2%
> COc1ccc(Br)c(C(=O)NCC2CCCCC2)c1
    -2% | -17% | -2%
> CCOc1ccc(NC(=O)c2ccc(CC)s2)c([N+](=O)[O-])c1
    -5% | -5% | 5%

More compounds:
Results follow in this order: N370S GC | DT40 TDP1 no CPT | TDP1 inh
> Cc1ccc(NC(=S)N2CCN(c3ncccn3)CC2)cc1C
    -3% | -17% | -5%
> O=C(Nc1cccc(-c2cccc(F)c2)c1)C1CCN(Cc2ccco2)CC1
    -11% | ? | 4%
> O=C1CN(C(=O)Cc2ccc(F)cc2)C(c2ccccc2)c2cc(Br)ccc2N1 (stereo not drawn)
    · | ? | 9%
> Cc1cccc(NC(=O)Nc2ccc(S(N)(=O)=O)cc2)c1
    5% | 12% | ·
> CCc1ccc[n+](-c2[nH]c(=O)sc2/C=N/N=C(\N)[O-])c1
    -9% | -4% | 1%

Only part of the results is shown, so the mix of outcomes need not match the whole.
